aSyn 5UTR inh = 5' untranslated region of α-synuclein, MLPCN primary screen; alpha-synuclein 5'UTR reporter, inhibitor activity; inhibition, % (tested at 7.5 µM); hit rate 0.82% among 300,000; in the data active = inhibition above about 60%;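 also: H4 neuroglioblastoma cells stably carrying SNCA 5'UTR luciferase fusion; 0% = DMSO wells and 100% = positive control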
HSP90 inh = blocks HSP90-mediated luciferase refolding in reticulocyte lysate | hit rate 0.91% among 290,000 | inhibition, % at 5.6 µM | Rabbit reticulocyte lysate, luciferase refolding luminescence, 3 h | AID 1789;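 active = inhibition above the screen-wide mean plus 3 SD, computed separately per campaign, cut at about 16% in these data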;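 also: 0% = DMSO wells and 100% = 60 µM geldanamycin wells; inhibitors lower the luminescence because luciferase stays unfolded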
HSF1 inh = HSF1 inhibition | hit rate 0.77% among 300,000 | activity change, negative = inhibition, % at 7.5 µM (by protocol) | AID 2098 | NIH3T3-HGL HSE-luciferase, MG132-induced, luminescence 8 h; stronger effect = lower value;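 active = more than half of replicate wells show activity change below -50%, luminescence cut by over half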;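 also: luciferase reports HSF-1 transcriptional activity via heat shock element; 0% = median of DMSO wells and -100% = zero luminescence signal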
IEC-6 tox = counter-screen for KLF5 inhibitors: cytotoxicity in IEC-6 cells; IEC-6 cytotoxicity, luminescence viability; AID 1825; hit rate 0.78% among 290,000; inhibition, % at 5 µM; in the data active = inhibition above about 22%;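 also: 0% = plate median of test compound wells and 100% = cytotoxic reference compound wells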
Dyrk1A ADPGlo = Dyrk1A (rat) kinase inhibition; hit rate 0.43% among 310,000; ADP-Glo luminescence, NFATc1 peptide; inhibition, % at 12.5 µM; in the data active = inhibition above about 50%;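 also: plate controls were vehicle with enzyme for no effect and no enzyme for full effect; many of its hits are not listed in these tables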
GSK3beta inhib = blocks human GSK3beta kinase activity; hit rate 0.038% among 300,000; activity score (negative = inhibition), % at 10 µM; GST-GSK3beta kinase, ADP-Glo luminescence, 60 min; stronger effect = lower value; AID 2097;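 active = more than half of replicate wells score below -50%, meaning over 50% inhibition versus plate controls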;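 also: 0% = median DMSO wells and -100% = median GW8510 positive control wells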
Target sequence (P49841 whole entry, looked up): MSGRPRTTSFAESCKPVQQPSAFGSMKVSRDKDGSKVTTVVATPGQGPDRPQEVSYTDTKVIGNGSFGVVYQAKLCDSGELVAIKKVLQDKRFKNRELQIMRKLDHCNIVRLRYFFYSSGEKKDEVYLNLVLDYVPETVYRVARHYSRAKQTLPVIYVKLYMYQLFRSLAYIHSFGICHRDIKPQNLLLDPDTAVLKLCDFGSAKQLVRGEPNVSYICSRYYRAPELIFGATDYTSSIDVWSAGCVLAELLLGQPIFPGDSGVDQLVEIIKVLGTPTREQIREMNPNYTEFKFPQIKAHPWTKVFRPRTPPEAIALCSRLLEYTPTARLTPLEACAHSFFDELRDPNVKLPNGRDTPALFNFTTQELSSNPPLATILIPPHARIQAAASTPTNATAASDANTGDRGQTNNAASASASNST
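Test system: GST-fused GSK3beta enzyme, cell-free | Quantity: 1.6 ng GST-GSK3beta enzyme per well | Reagent: 25 µM ATP with peptide substrate | Schedule: 60 min enzyme reaction, room temperature | Signal: Luminescent ADP-Glo measurement of ADP formed | Read-out basis: Score relative to plate controls | Control set: DMSO and 20 µM GW8510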
GSK3 alpha inh = human GSK-3 alpha kinase inhibition | hit rate 0.1% among 320,000 | inhibition, % at 10 µM | ADP-Glo luminescence, 60 min | AID 2650 | P49840;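 in the data active = inhibition above about 50%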;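 also: GST-tagged GSK-3 alpha with peptide substrate and 25 µM ATP; 0% = DMSO neutral wells and 100% = GW8510 positive control wells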
Target sequence (P49840 whole entry, looked up): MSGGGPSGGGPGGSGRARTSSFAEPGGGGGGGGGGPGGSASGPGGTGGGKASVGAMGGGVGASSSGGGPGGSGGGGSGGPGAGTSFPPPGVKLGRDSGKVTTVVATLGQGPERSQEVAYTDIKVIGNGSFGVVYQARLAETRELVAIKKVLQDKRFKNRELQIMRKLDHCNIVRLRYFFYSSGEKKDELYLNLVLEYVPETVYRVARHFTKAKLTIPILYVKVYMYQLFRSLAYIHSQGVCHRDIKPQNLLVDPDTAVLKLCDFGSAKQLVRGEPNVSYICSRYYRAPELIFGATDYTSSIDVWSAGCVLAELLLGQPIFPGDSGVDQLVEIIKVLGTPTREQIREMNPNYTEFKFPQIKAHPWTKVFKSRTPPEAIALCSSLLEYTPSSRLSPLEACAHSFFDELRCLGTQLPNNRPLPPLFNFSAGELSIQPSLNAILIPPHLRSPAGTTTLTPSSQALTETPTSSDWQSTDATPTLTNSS
HSF1 activator = increases HSF-1 driven luciferase reporter signal; NIH3T3-HGL HSF-1 luciferase reporter, MG132, 8 h; 100% = twice DMSO control signal; activation, % at 9 µM; hit rate 1.7% among 300,000;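 active = mean replicate activation of at least 50% with a set share of replicates each reaching 50%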;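 also: 0% = median of the neutral control wells and 100% = twice that signal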
KLF5 inhibitor = inhibitors of KLF5 expression. DLD-1 KLF5 promoter-luciferase reporter, luminescence. inhibition, % at 5 µM. hit rate 0.23% among 290,000. AID 1700;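 active = inhibition above a per-plate limit of that plate's mean compound inhibition plus 3 SD, cut at about 60% in these data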;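 also: 0% = DMSO wells and 100% = LY294002 at 200 µM; higher means less KLF5 promoter-driven luciferase light; inactives centre near -14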
Platelet DG rel = modulates dense granule release in human platelets; human platelet-rich plasma, SFLLRN dense granule ATP release, luminescence; inhibition, %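 (compounds screened at 7.5 µM in platelet-rich plasma)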; hit rate 0.22% among 300,000; AID 1663;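 active = mean replicate score, as percent of positive control, at or above 50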
An asterisk follows results filed as active; x = no result given.

SMILES	aSyn 5UTR inh	HSP90 inh	HSF1 inh	IEC-6 tox	Dyrk1A ADPGlo	GSK3beta inhib	GSK3 alpha inh	HSF1 activator	KLF5 inhibitor	Platelet DG rel
N#CCSc1nc2ccccc2c(=O)n1CC1CCCC1	28.1	0.5	2.7	-1.2	4.6	-4.0	-0.6	23.6	5.4	2.7
Nc1c(C(=O)Nc2ccccc2F)sc2nc(-c3cccnc3)ccc12	-88.1	-7.1	8.0	-2.3	6.0	0.8	6.3	28.4	-26.8	3.8
Cc1cc2nc3c(nc2cc1C)C(O)=C3O	-8.5	5.8	-5.8	-9.4	19.6	-4.2	1.5	-15.8	-15.9	-2.3
CCCc1cc(C(=O)Nc2nccs2)cs1	-57.3	5.3	52.7	-3.7	4.9	-6.8	1.4	86.3*	-164.4	-9.6
CCOc1ccc(OCCCCN(C)C)cc1	-36.8	3.9	-9.0	6.2	10.9	-0.4	-0.2	-0.7	-30.1	-0.4
COc1ccc(OC)c(C(=O)NC(CC(N)=O)c2ccc(NCCN3CCOCC3)c([N+](=O)[O-])c2)c1 (centres undefined)	24.2	x	-3.5	x	8.2	1.2	-1.2	-12.3	x	0.0
O=C(Nc1ccccc1)N(CCN1CCOCC1)Cc1cccc(Cl)c1	24.3	-0.5	x	2.7	-8.3	-3.8	-0.5	x	10.8	-0.8
CCOc1cccc(C2NC(=S)NC(C)=C2C(=O)Nc2ccccc2)c1 (centres undefined)	-15.3	3.7	13.8	-10.1	-1.1	1.3	2.0	33.3	-6.6	-6.2
COc1ccc2cc(-c3ccn[nH]3)ccc2c1	-123.7	-3.0	-16.8	-5.4	8.6	0.6	-0.7	-33.2	-155.1	12.0
CC(C)C[C@H](N)C(=O)N1CCC(C(=O)N[C@H](C(=O)NCc2ccc(F)cc2)C(C)C)CC1	5.1	2.8	-1.3	-1.2	-2.2	-0.3	0.0	-3.7	-20.6	2.2
COc1ccc(-c2nc[nH]c2[N+](=O)[O-])cc1	-0.3	-1.4	2.2	1.0	x	0.6	-1.0	-17.8	-11.6	0.8
CC1(C)CN(C(Cc2ccccc2)C(N)=O)C1=O (centres undefined)	-18.1	-2.4	-5.7	-0.3	-2.9	-1.8	-2.4	-15.3	-16.6	x
CCOc1ccc2cc(S(=O)(=O)N3CCCCC3)ccc2c1	25.5	2.4	-3.3	9.0	5.7	1.9	-2.0	19.4	-6.0	-3.1
O=C(c1cc(=O)[nH]c2ccccc12)N(Cc1nnc(-c2ccccc2Cl)o1)C1CC1	30.1	x	0.4	x	-2.1	2.2	1.7	11.1	x	4.1
CCC1(C(=O)OC)NC(c2ccco2)C2C(=O)N(c3ccc(C)cc3)C(=O)C21 (centres undefined)	13.3	-7.1	-0.4	-7.5	-1.6	0.8	-0.7	1.0	-13.4	3.9

Ordered by value in GSK3beta inhib (rising): some entries from above.
SMILES	GSK3beta inhib
N#CCSc1nc2ccccc2c(=O)n1CC1CCCC1	-4.0
COc1ccc2cc(-c3ccn[nH]3)ccc2c1	0.6
CCC1(C(=O)OC)NC(c2ccco2)C2C(=O)N(c3ccc(C)cc3)C(=O)C21 (centres undefined)	0.8

(listing goes on)
SMILES	aSyn 5UTR inh	HSP90 inh	HSF1 inh	IEC-6 tox	Dyrk1A ADPGlo	GSK3beta inhib	GSK3 alpha inh	HSF1 activator	KLF5 inhibitor	Platelet DG rel
O=c1cc(N2CCCCC2)c(-c2ccccc2)n[nH]1	32.2	1.0	-1.4	8.9	-3.1	-1.4	-0.6	4.3	5.3	-5.7
CCC1(C)Cc2ccccc2-c2c1c(=O)n(-c1ccc(C)cc1)c1nnnn21 (centres undefined)	19.8	-2.1	-3.2	2.0	-5.5	-4.2	-2.0	5.6	-34.6	x
Cc1ccc(CNC(=O)c2c(C)cc(=O)oc2C)cc1	23.6	-0.5	3.2	-1.2	-3.0	-3.4	-3.7	-6.0	-11.4	2.4
O=C(Oc1cccc(C(=S)N2CCOCC2)c1)c1ccc([N+](=O)[O-])cc1	-10.8	3.0	-6.4	4.8	1.4	0.5	-3.5	-28.1	-6.2	0.1
Cc1ccnc2nc(C(=O)OCCOc3cccc(Br)c3)nn12	10.1	-0.6	-1.1	-4.1	1.3	-0.4	-1.5	11.2	-34.2	-1.6
C#CCNC(=O)C1=C[C@@H](c2csc3ccccc23)C[C@@H](OCc2ccc(CO)cc2)O1	-17.9	4.4	-0.6	-2.7	-0.3	-1.6	-5.1	8.4	4.3	-13.2
CN1C(=O)C(O)(CC(=O)/C=C/c2ccco2)c2cc(Br)ccc21 (centres undefined)	-20.8	1.0	6.2	-1.6	0.3	1.0	-3.6	3.8	-25.4	3.6
O=C(c1noc2c1CCCCC2)N1CCOCC1	0.9	2.8	-8.7	5.9	-4.9	-1.2	11.5	5.5	-2.0	-1.6
CCCCn1c(SCC(=O)N2CCOCC2)nc2ccccc2c1=O	8.9	-1.7	-2.5	8.1	-1.0	1.2	-0.8	-6.9	-3.0	-2.7
COc1ccccc1C(=O)Nn1cnc2ccccc2c1=O	0.3	-0.5	-1.7	1.2	1.8	0.6	-5.0	13.4	-80.5	2.7
CC(C)NC(=O)COc1ccc(OCc2ccccc2)cc1	-27.8	-2.7	-1.8	0.7	1.2	-0.1	-1.8	-10.4	-10.1	20.3
CCc1ccc(S(=O)(=O)NCc2csc(C)n2)cc1	1.3	0.9	3.5	-1.9	-5.8	0.7	0.5	5.6	-14.8	-13.4
Cc1ccc2nc(Cl)c(C3CC(c4ccco4)=NN3C(=O)CCCC(=O)O)cc2c1 (centres undefined)	5.3	-2.6	8.4	-5.6	-2.1	-0.1	-3.4	28.5	-13.3	10.3
C/C(=N\NC(=O)c1cccnc1)c1ccc(OC2OCCOC2Oc2ccc(/C(C)=N/NC(=O)c3cccnc3)cc2)cc1 (centres undefined)	-22.1	1.9	8.1	5.2	-2.4	0.6	2.7	18.6	14.0	3.8
NNc1nnnc2c1sc1nc(N3CCOCC3)c3c(c12)CCCC3	2.2	0.5	-5.9	-3.1	x	1.5	1.9	-6.5	5.4	-4.7
O=C(CCNC(=O)OCc1ccccc1)NC1CCCCCC1	14.9	-1.1	2.7	-1.9	-0.9	-2.8	-1.9	-5.6	11.3	-4.4
Nc1nc(SCC(=O)c2cccc([N+](=O)[O-])c2)n[nH]1	-5.4	-0.6	6.2	-0.2	0.8	-0.7	x	16.4	9.2	1.9
COC(=O)c1ccc(OC)c(OC)c1Cl	-19.1	0.9	1.7	-2.2	-1.4	-1.8	-1.7	18.4	-13.4	-5.4
CCCn1c(C2CCCN2c2nc(-c3ccc(OC)cc3)cs2)nc2ccccc21 (centres undefined)	1.1	2.2	-4.2	-1.9	-9.2	2.6	0.4	0.1	-8.6	-3.0
CCCCSc1oc(-c2ccco2)nc1S(=O)(=O)c1ccccc1	8.4	-0.6	2.0	5.3	-5.8	-2.1	-2.2	2.5	-26.8	-11.3
COc1cnc(N(C)C)nc1Sc1cccc(Cl)c1	10.3	5.7	-7.0	-3.0	-0.9	0.9	-1.1	-22.4	-11.8	-2.9
COc1ccc(CN(C(=O)COc2ccccc2)c2ccccc2C(=O)O)cc1	-14.3	1.3	0.8	-2.6	-10.4	-0.7	-2.2	14.2	13.1	0.1
Cc1ccc(C)c(N2CCN(S(=O)(=O)c3ccc4c(c3)OCCO4)CC2)c1	6.0	3.7	-1.8	5.8	5.5	-3.3	-0.4	11.3	-6.8	57.0*
COc1ccc(CCNC(=O)c2cc3cccc(OC)c3oc2=O)cc1OC	-6.4	-1.9	-5.1	-3.2	x	-2.1	-1.2	-0.5	-2.8	3.0
Cc1ccc(-c2csc(NC(=O)CCCc3cccs3)n2)cc1	-17.2	2.2	-6.9	6.8	-3.2	-1.6	-1.2	18.1	-17.7	9.1
COc1ccc(-n2cnnc2SCC(=O)Nc2ccc(N3CCOCC3)cc2)cc1	10.6	-0.3	-3.1	-2.8	6.1	1.2	-0.7	-8.2	-29.4	-0.9
O=C(Cn1nnc(-c2ccccc2NC(=O)c2ccccc2)n1)Nc1ccc2c(c1)OCCO2	13.5	-3.4	3.8	-3.6	-6.5	-2.3	-1.1	28.6	-14.6	-0.6
CCOC(=O)COc1nc(-c2ccc(C)cc2)cc(-c2ccco2)c1C#N	6.5	0.4	-3.9	3.3	x	1.4	-2.1	-2.0	-16.4	3.7
CN1CCN(C(=O)C2(NC(=O)Nc3ccccc3Cl)CCCCC2)CC1	1.8	1.9	6.5	-2.5	5.2	1.5	-3.5	28.0	-13.4	-6.0
O=C(c1ccco1)c1n[nH]nc1-c1ccccc1	-29.5	-1.3	-0.3	-4.7	4.4	3.5	-0.4	-13.4	-17.3	5.2
Cc1cc(OCC(=O)NNC(=O)CCc2ccccc2)ccc1Br	8.0	1.9	-1.0	-0.2	3.4	-0.8	-3.1	-3.9	-4.2	-4.7
CN1CCC(=O)N([C@H](CO)Cc2ccccc2)CC1	6.1	1.2	-1.3	2.4	7.4	0.8	-0.3	-9.6	-2.9	0.0
OC(c1ccc(F)cc1)(C1CCCCC1)C(CN1CCOCC1)c1ccccc1 (centres undefined)	4.4	1.1	9.3	-7.4	-6.5	-1.5	-2.4	37.5	-13.7	-3.8
CCOC(=O)N/N=C/c1c[nH]c2ccccc12	-44.8	-0.7	10.7	9.6	-1.4	-3.5	-0.4	17.6	-35.5	2.8
COc1cc([N+](=O)[O-])ccc1NC(=S)Nc1cc(C(=O)OC(C)C)cc(C(=O)OC(C)C)c1	22.0	-2.2	-6.0	2.6	-3.2	-0.4	0.1	-27.7	9.7	-3.6
CCC1CCCCN1C(=O)COc1ccc2c(c1)OCO2 (centres undefined)	-6.8	-1.0	-3.8	1.1	2.2	0.0	-2.5	4.1	-46.6	-3.1
O=C(CN1C(=O)COc2ccccc21)N1CCCc2ccccc21	15.4	-0.3	-1.9	-2.6	x	x	0.9	-12.3	-23.5	11.0
COc1ccccc1OCC(=O)NCCNC(=O)COc1ccccc1OC	0.0	2.9	0.4	-4.7	4.8	-4.2	-1.0	-12.3	-14.9	-2.3
COc1ccc(C)cc1N(C(=O)COc1ccccc1)c1nc2ccccc2s1	-92.5	0.3	-10.3	4.8	-10.7	-0.5	-3.4	0.0	-17.8	-0.4
COc1ccc(N2CCN(S(=O)(=O)c3c[nH]c(=O)[nH]c3=O)CC2)cc1	-3.9	x	-2.0	x	-2.1	1.4	2.3	-3.0	x	1.4
COc1cccc(CNC(=O)CCS(=O)(=O)c2cccc3nonc23)c1	8.7	-0.8	-1.9	0.9	-3.1	-4.4	-0.3	-11.5	-6.1	5.9
CN1CCN(C(=O)Nc2ccccc2CC[N+](=O)[O-])CC1	-37.9	-1.4	7.1	2.8	0.1	0.6	1.0	5.7	-17.3	-5.1
CC(=O)c1ccc(OC(=O)c2cccs2)cc1	3.3	1.6	0.8	6.8	3.6	-2.3	-0.7	8.5	-17.8	-3.8
COc1ccc(N=N/C(=C\O)C(=O)c2cccs2)cc1	-12.5	2.1	53.8	2.3	18.9	-3.8	2.7	66.8*	16.1	-3.0

This is a subset; count on the stated rates, not on these rows.
